FBW7 activator: activators of human E3 ligase FBW7; Q969H0; AlphaScreen FBW7–phospho-cyclin E peptide binding, activator screen; normalized activity (activation), % at 26.1 µM; 650,000 compounds, 0.13% hits; in the data active = normalized activity above about 1.9%;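 note: purified mutant Fbw7 with reduced substrate affinity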
MITF primary: blocks human microphthalmia-associated transcription factor | inhibition, % at 2.6 µM | 650,000 compounds, 0.91% hits | AlphaScreen MITF homodimerization, bead proximity signal; in the data active = inhibition above about 50%;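 note: 0% = vehicle wells with protein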
Target sequence (O75030 whole entry, looked up): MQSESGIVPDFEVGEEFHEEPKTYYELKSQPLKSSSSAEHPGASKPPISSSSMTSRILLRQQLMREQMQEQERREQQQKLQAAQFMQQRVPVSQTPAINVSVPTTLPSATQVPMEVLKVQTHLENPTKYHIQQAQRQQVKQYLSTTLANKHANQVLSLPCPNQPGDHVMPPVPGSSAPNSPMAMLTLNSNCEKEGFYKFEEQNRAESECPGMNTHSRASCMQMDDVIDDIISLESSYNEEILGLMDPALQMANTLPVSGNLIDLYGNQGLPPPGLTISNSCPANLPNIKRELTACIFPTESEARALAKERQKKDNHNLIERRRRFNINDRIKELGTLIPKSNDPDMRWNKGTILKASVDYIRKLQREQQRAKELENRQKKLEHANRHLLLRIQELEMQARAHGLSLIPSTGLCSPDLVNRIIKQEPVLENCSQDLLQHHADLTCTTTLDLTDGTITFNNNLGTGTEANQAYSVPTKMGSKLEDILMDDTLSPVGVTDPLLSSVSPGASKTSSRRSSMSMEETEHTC
TEAD-YAP inh: TEAD-YAP interaction inhibition | inhibition, % at 9.12 µM | 640,000 compounds, 1.4% hits | AID 1259422 | HEK-TIYL cells, TEAD-Gal4/YAP UAS-luciferase luminescence; in the data active = inhibition above about 32%;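 note: 0% = median of test compound wells and 100% = reference inhibitor wells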
GPR151 ag: human GPR151 activation | PathHunter beta-arrestin GPR151 cells, luminescence | activation, % at 11.2 µM | 650,000 compounds, 1% hits | AID 1508602; in the data active = activation above about 4.9%;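 note: 0% = median of compound wells and 100% = cells with positive control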
Target sequence (Q8TDV0 whole entry, looked up): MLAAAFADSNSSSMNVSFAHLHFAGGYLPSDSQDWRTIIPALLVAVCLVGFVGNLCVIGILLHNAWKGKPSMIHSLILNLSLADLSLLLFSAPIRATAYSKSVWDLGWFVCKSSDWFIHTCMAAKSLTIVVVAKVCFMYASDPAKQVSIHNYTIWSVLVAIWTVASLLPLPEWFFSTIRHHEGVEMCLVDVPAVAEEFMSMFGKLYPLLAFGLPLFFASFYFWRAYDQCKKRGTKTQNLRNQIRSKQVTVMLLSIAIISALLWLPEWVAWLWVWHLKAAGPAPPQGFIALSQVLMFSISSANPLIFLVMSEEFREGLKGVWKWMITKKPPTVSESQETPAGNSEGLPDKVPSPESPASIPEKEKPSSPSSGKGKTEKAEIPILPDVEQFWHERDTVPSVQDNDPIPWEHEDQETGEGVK
Active calls of the source: *.

compound | GPR151 ag | FBW7 activator | MITF primary | TEAD-YAP inh
NS(=O)(=O)c1ccc(S(=O)(=O)Nc2ccc([N+](=O)[O-])cc2)cc1 | 1.4 | -0.2 | 3.5 | 6.5
CC(C(=O)NCCc1ccccc1)N1C(=O)c2cccc3cccc1c23 (configuration not stated) | 0.9 | 0.0 | 5.5 | 3.0
CCOC(=O)C1(CCc2ccccc2)CCN(C(=O)c2snnc2C)CC1 | -0.7 | 0.0 | 0.2 | -1.3
COc1ccc(CCNC(=O)CSc2nc3ccccc3c(=O)n2C2CCCCC2)cc1OC | 1.9 | -0.3 | -0.5 | -16.3
CCc1cccc(C)c1NC(=O)c1cc(S(=O)(=O)NCc2ccc(F)cc2)ccc1F | -1.8 | 0.5 | 14.2 | 5.3
CS(=O)(=O)N1CCN(c2ccccc2NC(=O)c2cccc3ccccc23)CC1 | -2.0 | -0.1 | 7.2 | 1.4
CCc1cc2c(C)cc(=O)oc2cc1O | -0.4 | -0.1 | 3.7 | -3.4
CN1CCN(c2ccc(-c3nc(NCCCN4CCCC4=O)c4ncn(-c5ccsc5)c4n3)cc2)CC1 | -0.5 | 0.2 | -6.5 | 35.1*
CC(CCn1cccn1)N1CCC2(CC1)CC2C(=O)NCc1cccs1 (configuration not stated) | 2.1 | 0.3 | -2.0 | -25.6
CC1(C)CC(=O)c2sc(NC(=O)c3ccccc3Cl)nc2C1 | 0.9 | 0.3 | 11.6 | -46.0
COc1cc(-c2nnc(SCC(=O)O)n2-c2ccccc2F)cc(OC)c1OC | 0.6 | 0.1 | 3.6 | 3.0
O=C(CNc1ccccc1)N/N=C/C=C/Cc1ccco1 | 0.6 | 0.0 | 4.9 | 3.0

(listing goes on)
compound | GPR151 ag | FBW7 activator | MITF primary | TEAD-YAP inh
NC(=O)COC(=O)Cc1coc2cc3c(cc12)CCC3 | 0.8 | 0.1 | 5.6 | 0.8
COc1cc2c(c(OC)c1OC)C(c1ccc(F)c(Br)c1)CC(=O)N2 (configuration not stated) | 0.6 | 0.0 | -1.0 | 2.2
O=C1C(=O)N(c2nc3ccccc3s2)C(c2ccc3c(c2)OCO3)/C1=C(\O)c1ccccc1 (configuration not stated) | 1.3 | 0.0 | -13.3 | -37.6
COCCCNC(=O)CCS(=O)(=O)Cc1ccc(Cl)cc1 | -0.1 | 0.1 | 5.8 | 0.5
Nc1nc(N2CCC(N3CCOCC3)CC2)nc2c1ncn2C1CCCCC1 | -2.0 | 0.0 | 4.1 | -6.3
COc1ccc2c(c1)-c1c(sn(-c3cc(C)ccc3O)c1=S)C(C)(C)N2 | -0.5 | -0.6 | 11.1 | 7.5
O=C(NCCOc1ccccc1)C1CCN(c2ccc(Nc3ccc(-n4ccnc4)cc3)nn2)CC1 | 0.9 | 0.0 | 13.8 | 10.1
CCC(C)C(NS(=O)(=O)c1ccc2c(c1)OCCO2)C(=O)O (configuration not stated) | 2.5 | 0.0 | -13.0 | -1.6
Nc1cccc(-c2nc3ccc(C(=O)Nc4ccccc4)cc3s2)c1 | -0.9 | 0.0 | -0.4 | -35.6
O=C1OC(c2cccc([N+](=O)[O-])c2)=N/C1=C\c1cccc2ccccc12 | -0.1 | -0.1 | 7.8 | 6.5
COc1ccc(NC(=O)CN2CCC(C(=O)NCc3ccc(F)cc3F)CC2)c(OC)c1 | -0.8 | 0.0 | 0.8 | -2.7
Cc1ccc(-c2csc(NC(=O)C(C)C)c2C(=O)O)cc1 | 0.5 | -0.1 | 3.6 | 1.6

Structures shown so far that have a Cl atom:
compound | GPR151 ag | FBW7 activator | MITF primary | TEAD-YAP inh
CC1(C)CC(=O)c2sc(NC(=O)c3ccccc3Cl)nc2C1 | 0.9 | 0.3 | 11.6 | -46.0
COCCCNC(=O)CCS(=O)(=O)Cc1ccc(Cl)cc1 | -0.1 | 0.1 | 5.8 | 0.5

New compounds follow
compound | GPR151 ag | FBW7 activator | MITF primary | TEAD-YAP inh
Cc1c(C(=O)Nc2ccccc2C(F)(F)F)sc2ncnc(N3CCc4ccccc4C3)c12 | -0.5 | 0.6 | 12.2 | 4.6
CCn1cc(/C=C(\NC(=O)c2ccccc2Cl)C(=O)N2CCOCC2)c2ccccc21 | -0.1 | -0.2 | -5.6 | 5.8
Cc1cc2nc(-c3cccc(NC(=O)c4cc([N+](=O)[O-])ccc4Br)c3)oc2cc1C | -0.9 | -0.3 | -3.1 | 0.0
CC(C)NC(=O)C1CCN(c2nc3ccccc3n3cccc23)CC1 | -0.3 | 0.0 | 0.9 | 1.1
CC(C)C(Sc1nnc(-c2cccs2)n1-c1ccccc1)C(=O)NC(N)=O (configuration not stated) | -1.3 | 0.4 | 10.1 | 11.7
COc1ccc(/C=N/Nc2ncnc3sc(C)c(C)c23)cc1OC | 0.4 | 0.0 | 12.5 | -5.1
Cc1ccc(CSc2nc3cc(C(=O)NCc4ccco4)ccc3c(=O)n2C2CCCCC2)cc1 | -0.8 | -0.1 | 3.7 | 6.0
Fc1ccccc1Cn1nnc(-c2ccc3c(c2)OCO3)n1 | -1.0 | -0.1 | -2.6 | -65.5
CC(C)(C)NC(=O)/C=C/c1cccc2ccccc12 | 1.0 | -0.1 | -12.1 | -48.7
COc1ccc(Cl)cc1C(=O)Nc1ccc(Br)c(C)n1 | 0.7 | -0.1 | -2.3 | -5.6
COc1ccc(NC(=O)CC(C)C)cc1Cl | -1.5 | 0.0 | 9.2 | -8.6
COC(=O)c1ccc(NC(=O)c2cccc(C)c2)cc1 | -2.5 | 0.3 | 9.5 | -34.8

Remaining list, next part:
compound | GPR151 ag | FBW7 activator | MITF primary | TEAD-YAP inh
CCCNS(=O)(=O)c1ccc(F)c(C(=O)Nc2ccc(C)cc2)c1 | -0.8 | 0.0 | 17.4 | 3.6
Cc1ccc(C(=O)Nc2sc3c(c2C(=O)NCCO)CCC(C(C)(C)C)C3)cc1 (configuration not stated) | -0.9 | -0.2 | -20.9 | -3.2
O=C(NC1CCCCC1)N1CCN2C(=O)[C@H]3CCCN3C(=O)[C@H]2C1 | -0.1 | 0.4 | 78.8* | -0.5
COc1ccc(NC(=O)N(CCCO)Cc2cc3cc(C)ccc3[nH]c2=O)cc1 | 0.7 | 0.1 | -1.1 | 2.6
c1ccc(-n2nnnc2NCCc2c[nH]c3ccccc23)cc1 | 0.6 | -0.2 | -5.6 | -1.4
COC(=O)c1ccc2c(=O)n(Cc3ccc(C(=O)NCCCN4CCN(c5cccc(Cl)c5)CC4)cc3)c(=S)[nH]c2c1 | -0.3 | -0.1 | -5.9 | 1.9
Cc1cc([N+](=O)[O-])ccc1NC(=O)c1ccccc1C(=O)O | 0.2 | 0.2 | 2.6 | -7.9
CC(C)N(CCNC(=O)c1cnc(N2CCCC2CO)s1)C(C)C (configuration not stated) | -1.8 | -0.1 | 4.4 | -8.8
COC(=O)Nc1sc2c(c1C(=O)NC1CC1)CCCCCC2 | 0.2 | -0.1 | 16.2 | -3.9
CC(=O)N(CCC(Cc1ccccc1)C1CCOC(C)(C)C1)Cc1ccco1 (configuration not stated) | 0.5 | 0.2 | 10.0 | 13.3
Cc1cc(Br)ccc1NC(=O)c1sc2ncn(Cc3cccc(F)c3)c(=O)c2c1C | -0.8 | 0.2 | 11.1 | 7.3
CC1=NN(c2ccccc2)C(=O)/C1=C/c1ccc(N(C)C)c(Br)c1 | 0.2 | 0.0 | 19.5 | -0.5

The results go on:
compound | GPR151 ag | FBW7 activator | MITF primary | TEAD-YAP inh
O=C(Nc1ccc2c(c1)OCO2)c1ccnc(N2CCC(N3CCOCC3)CC2)c1 | 5.7* | -0.1 | -10.5 | -9.2
Cc1cc(C)n(-c2nnc(C)n2/N=C/c2cc([N+](=O)[O-])ccc2Cl)n1 | 0.0 | 0.2 | 15.2 | 6.3
CC(Nc1ccc(Cl)cc1)C(=O)N/N=C/c1cccnc1 (configuration not stated) | 0.2 | -0.1 | -6.9 | 1.1
c1cc(Nc2ccc(N3CCOCC3)cc2)cc(Nc2ccc(N3CCOCC3)cc2)n1 | 2.0 | -0.9 | 16.0 | 9.2
COc1cccc(C2=CC(c3cccs3)n3ncnc3N2)c1 (configuration not stated) | -0.3 | 0.0 | 11.8 | 8.2
CCOc1ccc(NC(=O)CN(c2ccc(CC)cc2)S(C)(=O)=O)cc1 | 0.1 | 0.1 | 3.9 | -72.3
CCCOc1ccc(C2C(C(=O)N3CCOCC3)=C(C)NC3=C2C(=O)CCC3)cc1OC (configuration not stated) | 1.1 | 0.1 | 0.2 | 5.5
Cc1[nH]n(-c2ccc([N+](=O)[O-])cc2)c(=O)c1C=NCc1ccco1 | -7.7 | -0.2 | -2.6 | -68.5
Cc1cc(C)n2nc(SCC(=O)N(C3CCCCC3)C3CCS(=O)(=O)C3)nc2n1 (configuration not stated) | 1.3 | 0.0 | -6.9 | 8.9
O=C(Nc1c(Cl)cc([N+](=O)[O-])cc1Cl)c1cc(Cl)cc(Cl)c1O | 0.9 | 0.1 | 3.3 | 2.6
O=C(Cn1c(=O)[nH]c2ccsc2c1=O)NC1CCN(Cc2ccccc2)CC1 | -0.7 | 0.0 | 4.3 | -0.1
O=C(NNS(=O)(=O)c1cccc([N+](=O)[O-])c1)c1cccc(Br)c1 | 3.7 | 0.2 | 10.1 | -2.2

Later entries
compound | GPR151 ag | FBW7 activator | MITF primary | TEAD-YAP inh
Cc1ccc(C)c(OCC(=O)Nc2nc3ccccc3s2)c1 | -1.4 | 1.4 | 12.2 | -69.8
COc1ccc(C2CC(=O)C3=C(C2)Nc2ccccc2NC3c2ccccc2F)cc1 (configuration not stated) | -0.7 | -0.1 | -6.5 | -5.2
Cc1ccccc1OCC(=O)N/N=C/c1cc(O)ccc1[N+](=O)[O-] | -1.1 | 0.0 | 11.9 | -10.0
O=C(/C=C/c1ccccc1)NCCn1ccc2ccccc21 | -0.8 | 0.9 | 11.9 | -9.2
CC(C)Oc1ccc(CNC(=O)C2CCCN2c2nnc(N3CCCC3=O)s2)cc1 (configuration not stated) | -1.7 | 0.8 | 15.5 | -3.3
O=C(CSCc1ccccc1F)NCc1ccc(F)cc1 | -1.3 | 0.1 | 6.5 | -8.6
CCOC(=O)N1CCN(C(=O)c2ccc3c(=O)n(-c4ccccc4F)c(=S)[nH]c3c2)CC1 | -0.9 | -0.1 | 5.8 | 0.0
CCOc1ccccc1Nc1nc(-c2cc3cc(Br)ccc3oc2=O)cs1 | 3.9 | -0.1 | -3.8 | -5.2
CC(C)(C)NS(=O)(=O)c1cccc2nsnc12 | 1.6 | -0.1 | 2.5 | 5.8
O=C(CCl)N(CC1CCCO1)c1nc(-c2ccccc2)cs1 (configuration not stated) | -0.8 | 0.1 | 9.7 | -48.5
O=C(Nc1cccc(F)c1)c1cc(S(=O)(=O)N2CCCCC2)ccc1F | -0.6 | -0.2 | -3.7 | 1.2
COc1ccc(/C(N)=N/OC(=O)COc2ccc3ccccc3c2)cc1 | -0.7 | 0.8 | 24.4 | -0.2

Compound profiles, from the list above. Values in the order: GPR151 ag, FBW7 activator, MITF primary, TEAD-YAP inh
`O=C(/C=C/c1ccccc1)NCCn1ccc2ccccc21` is listed with -0.8, 0.9, 11.9, -9.2
`CCOC(=O)N1CCN(C(=O)c2ccc3c(=O)n(-c4ccccc4F)c(=S)[nH]c3c2)CC1` is listed with -0.9, -0.1, 5.8, 0.0
`Cc1c(C(=O)Nc2ccccc2C(F)(F)F)sc2ncnc(N3CCc4ccccc4C3)c12` is listed with -0.5, 0.6, 12.2, 4.6
`COc1ccc(NC(=O)CN2CCC(C(=O)NCc3ccc(F)cc3F)CC2)c(OC)c1` is listed with -0.8, 0.0, 0.8, -2.7
`CC1(C)CC(=O)c2sc(NC(=O)c3ccccc3Cl)nc2C1` is listed with 0.9, 0.3, 11.6, -46.0

Going on with the list.
compound | GPR151 ag | FBW7 activator | MITF primary | TEAD-YAP inh
COc1ccc(CN2CCOc3ccc(CN4C[C@@H](C)O[C@@H](C)C4)cc3C2)cc1OC | 2.5 | -0.8 | 12.1 | 9.3
COc1ccc2nc3sc(C(=O)O)c(N)c3cc2c1 | -0.7 | -0.1 | 14.7 | 6.4
NC(=O)C1CCN(C(=O)c2ccc3c(=O)n(C4CCCCC4)c(SCC(=O)N4CCCC4)nc3c2)CC1 | -0.5 | -0.1 | -2.5 | 1.1
COc1ccccc1NC(=O)N1CCN(c2nc(-c3ccc(F)cc3)cs2)CC1 | -0.8 | -0.1 | 1.4 | -4.1
COc1cc2[nH]c(=S)nc(NCCNc3ccc([N+](=O)[O-])cc3C#N)c2cc1OC | 0.1 | 0.6 | 15.7 | -2.9

From PubChem BioAssay
